Compound activity from PubChem.
IL-2 act – qHTS of IL-2 Activators | IL-2 activation reporter assay, cell-based qHTS; stimulated with anti-CD3/CD4/CD28 beads; in transgenic mouse T cells | activation, % (series mostly up to about 46 µM) | AID 652025, 2013 | hit rate 0.065% among 360,000; in the data active = activation above about 50%; inconclusive = mostly about 30% to 49%; note: 0% is about no effect
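Readout is EGFP and DsRed signal by fluorescent plate cytometry after 18 h at 37 degrees C. Transgenic mouse T cells (750/well) received compound for 60 min before bead stimulation (anti-CD3, anti-CD4, anti-CD28); memory T cells served as non-tolerant control.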
EPAC1 antag – qHTS for Antagonist of cAMP-regulated guanine nucleotide exchange factor 3 (EPAC1): primary screen; Rap guanine nucleotide exchange factor 3 (Homo sapiens), O95398; EPAC1 GEF assay, Rap1b-BODIPY-GDP exchange fluorescence; Potency, µM (titrated, usually from 115 µM), without a hit: at the top dose activity change, negative = inhibition, actives largely listed as inhibitors; hit rate 0.14% among 360,000; AID 720709, 2013;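 note: potency is the fitted concentration of half-maximal effect; plate controls were vehicle for no effect and positive control for full effect; nearly all actives have a fitted effect of over 50% in size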
FUS suppressor – qHTS for Suppressors of FUS Proteinopathy: Primary screen using FUS-linked yeast assay | hit rate 0.24% among 390,000 | Potency, µM (top dose mostly 76.6 µM), without a hit: top-dose growth rescue (activation), usual class: activators | AID 1347120, 2019 | S. cerevisiae FUS-expressing, growth rescue, OD600, 24 h;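 note: potency is the fitted concentration of half-maximal effect; plate controls were DMSO vehicle for no effect and reference control for full effect; nearly all actives have a fitted effect of over 55% in size; some results filed as inactive show a strong effect at the top dose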
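Quantitative HTS measuring growth restoration of FUS-toxic yeast. Galactose-induced cells (OD 0.005) were exposed 24hr at 30C to compounds at several concentrations, then absorbance at 600 nm was recorded.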
EPAC1 ag – qHTS for Agonist of cAMP-regulated guanine nucleotide exchange factor 3 (EPAC1): primary screen. Rap guanine nucleotide exchange factor 3 (Homo sapiens), O95398. EPAC1 agonist qHTS, biochemical assay; response scale: 100% = response to 6.5 mM cAMP. Potency, µM (series often up to 154 µM), inactives show at the top dose activation, most hits filed as activators. hit rate 0.073% among 360,000. AID 720707, 2013; note: potency is the fitted concentration of half-maximal effect; nearly all actives have a fitted effect of over 60% in size
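Nucleotide exchange assay: 100 nM EPAC1 with 250 nM Rap1B loaded with BODIPY-GDP and 50 uM GDP, room temperature. Fluorescence (480/540 nm) read every 5 min for 30 min; signal change normalized to 6.5 mM cAMP as full agonist.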
WRN inhibitor – qHTS for Inhibitors of WRN Helicase; Potency, µM (highest dose often 114 µM), inactives show top-dose activity change, negative = inhibition, most hits filed as inhibitors; hit rate 0.46% among 360,000; WRN helicase unwinding, fluorescent forked duplex, kinetic; note: potency is the fitted concentration of half-maximal effect; % is set by controls: 0 for no effect and ±100 for the full control effect; nearly all actives have a fitted effect of over 55% in size
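Primary qHTS, 1536-well format. 20 nM WRN + compound, 15 min RT; start with 100 nM forked fluorophore/quencher duplex, 2 mM ATP (final); kinetic read ex 525/em 598 nm.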
PI5P4Ka inh – qHTS for Inhibitors of phosphatidylinositol 5-phosphate 4-kinase (PI5P4K). AID 652105, 2013. max response, %. hit rate 1.2% among 330,000. PI5P4Kalpha enzyme, ADP-Glo luminescence, 60 min; stronger effect = lower value; active = max response of -50% or lower; inconclusive = between -30% and -50%; inactive = -30% or higher; note: value at the top dose of about 77 µM; % is set by controls: 0 for no effect and ±100 for the full control effect
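Enzyme plus substrate dispensed, test compounds pinned in, then ATP (5 microM final) added. After 60 min at RT, ADP-Glo reagent 1 for 45 min and reagent 2 for 30 min preceded luminescence imaging.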
PLK1 PBD block – qHTS for Inhibitors of PLK1-PDB (polo-like kinase 1 - polo-box domain): Primary Screen. Potency, µM, inactives show max response, negative = inhibition, actives largely listed as inhibitors. hit rate 2.8% among 360,000. Plk1 PBD binding of FITC phosphopeptide, fluorescence polarization; note: potency is the fitted concentration of half-maximal effect; series mostly up to about 57 µM; % is set by controls: 0 for no effect and ±100 for the full control effect; nearly all actives have a fitted effect of over 65% in size
Abeta rescue – qHTS for compounds that reverse cellular toxicity of Amyloid beta (A-beta) peptide in yeast: Primary Screen. yeast expressing A-beta42, growth rescue, OD600, 48 h; response scale: 0% DMSO, 100% iron-clioquinol control. Potency, µM (highest dose often 46.1 µM), inactives show at the top dose growth rescue, hits mostly activators. hit rate 0.063% among 410,000; note: potency is the fitted concentration of half-maximal effect; nearly all actives have a fitted effect of over 55% in size
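Growth rescue measured by 600 nm absorbance after 48 h yeast culture at 30 C with compound. Values normalized between DMSO and an equimolar ferric chloride plus clioquinol control.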
* hit, by the source's call; ? = inconclusive; / = no result given; & = joins results of further samples; [ ] = another dose, or the depositor's remark. Unless noted, calls come from the whole dose curve; as a rule, active = well fitted curve in the direction sought with a large enough effect; inconclusive = small, poorly fitted or top-dose-only effect, or another doubt; inactive = no such curve, though single readings can be large; an effect the other way counts as inactive or inconclusive.

SMILES	IL-2 act	EPAC1 antag	FUS suppressor	EPAC1 ag	WRN inhibitor	PI5P4Ka inh	PLK1 PBD block	Abeta rescue
COc1cc2c(cc1OC)CN(C(=O)c1cc3ccccc3oc1=O)CC2	-2.7	0%	20%	-9%	-1%[57.1 µM]	2	-3%	-7%
Cc1ccc(C(NC(=O)C(C)C)c2cc([N+](=O)[O-])c3cccnc3c2O)cc1 (stereo not drawn)	-2.3	50µM*	?	-6%	-25%	?	-17%	-3%
CCn1nc(NC(=O)c2ccncc2)c2cc3ccc(C)cc3nc21	-1.6	-1%	31%	-9%	-9%	/	-8%	17%
CC(Oc1ccc2c3c(c(=O)oc2c1)CCC3)C(=O)N[C@@H](Cc1ccccc1)C(=O)O (stereo partly drawn)	0.9	0%	22%	-16%	-3%	2	-3%	-15%
CCN(CC(=O)Nc1c(F)cccc1F)C(=O)Cc1ccc2c(c1)CCC2	-0.4	-20%	20%	2%	-2%	-26	17µM*	6%
O=C(COc1ccc(Cl)cc1)Nc1ccc(N2CCN(C(=O)c3ccco3)CC2)cc1	0.9	25%	10%	14%	-4%	/	-9%	-17%
CN(Cc1nc2ccccc2s1)C(=O)c1ccc(F)cc1	-0.5	-7%	17%	0%	-5%	1	-7%	1%
COc1cc(/C=N/n2c(-c3ccccc3)n[nH]c2=S)ccc1O	1.3	1%	2%	-3%	-4%	-6	-6%	-7%
Cc1ccc(C23CCC(=O)N2C(C(=O)O)CS3)c(C)c1 (stereo not drawn)	0.4	-7%	-3%	-6%	-9%	4	-7%	7%
COC(=O)C1=C[C@@H](C(=O)OC)[C@@H]2C3=C(C(=O)C2(C)C)[C@H](c2ccccc2)[C@@H]2C(=O)N(C)C(=O)[C@@H]2[C@@H]3C1	4.3	-21%	6%	-16%	-1%	-4	-9%	15%
Cc1ccc(/C=C2\SC(=S)N(CCC(=O)Nc3ccc(O)cc3)C2=O)cc1	0.3	-10%	-21%	-1%	2%	0	-8%	7%
O=C(Nc1ccccc1)c1ccn[nH]1	-0.2	-9%	-9%	7%	3%	-8	-10%	-12%
O=C1c2oc3ccccc3c(=O)c2C(c2cccc(O)c2)N1c1ccccn1 (stereo not drawn)	-4.2	-11%	-7%	-14%	-2%	-3	-6%	4%
Cc1cc(C)c2nc(SCC(=O)Nc3cc(C)on3)c(C)cc2c1	-0.2	-1%	14%	14%	0%[57.1 µM]	-4	-10%	-3%
COc1cc(C(=O)NCCNC(=O)C2CCCNC2=O)cc(OC)c1OC (stereo not drawn)	-2.2	9%	0%	-10%	20%	2	-4%	-6%
O=C(O)c1cccc(-n2cccc2/C=C/[N+](=O)[O-])c1	0.2	7%	14%	22%	20µM*	-88*	6.7µM*	-7%
CCN(CC)S(=O)(=O)c1cc(C(=O)NCCN2CCOCC2)ccc1Cl	-1.3	4%	-4%	-6%	-6%	3	-18%	5%
COc1ccc(CN2C(=NC(=O)C3CCCO3)SC3CS(=O)(=O)CC32)cc1 (stereo not drawn)	0.1	-16%	7%	-8%	2%	4	1%	7%
Cc1ccc2[nH]c(C(=O)N/N=C/c3ccccc3O)c(C)c2c1	4.2	-9%	10%	7%	-6%	8	8%	-24%
C=CC[C@@H](CC(=O)NCCO)C(=O)N[C@H](C)COC(=O)[C@@H](CC=C)CC(=O)OC(C)(C)C	-0.6	9%	-16%	-29%	4%	2	-4%	-7%
O=C(CC(=O)NCc1ccc(Cl)cc1)NCc1ccc(Cl)cc1	3.9	-21%	0%	-2%	-7%	2	3%	2%
Cc1noc(C)c1COC(=O)CNC(=O)c1cccc(F)c1	2.1	5%	1%	15%	-4%	5	-4%	-19%
Fc1ccccc1Sc1ccccc1CNC1=NCCN1	-0.3	-9%	9%	-2%	-4%	1	-19%	-32%[inhibitor]
CCC(C)(C)NC(=O)C(c1ccc(C)cc1)N(CC1CCCO1)C(=O)CCC(=O)Nc1ccccn1 (stereo not drawn)	0.9	-22%	21%	-10%	3%	-3	-4%	-5%
CCCCC1S/C(=N/N=C/c2ccco2)NC1=O (stereo not drawn)	0.1	11%	/	-4%	-18%	16	0%	19%

In a second layout: 2 of the compounds above.
SMILES | IL-2 act | EPAC1 antag | FUS suppressor | EPAC1 ag | WRN inhibitor | PI5P4Ka inh | PLK1 PBD block | Abeta rescue
CCC(C)(C)NC(=O)C(c1ccc(C)cc1)N(CC1CCCO1)C(=O)CCC(=O)Nc1ccccn1 (stereo not drawn) | 0.9 | -22% | 21% | -10% | 3% | -3 | -4% | -5%
CCCCC1S/C(=N/N=C/c2ccco2)NC1=O (stereo not drawn) | 0.1 | 11% | / | -4% | -18% | 16 | 0% | 19%

Later entries.
SMILES	IL-2 act	EPAC1 antag	FUS suppressor	EPAC1 ag	WRN inhibitor	PI5P4Ka inh	PLK1 PBD block	Abeta rescue
CNc1cnc(-c2cccc(C(=O)N3CCOCC3)c2)cn1	-0.6	-16%	-16%	-4%	8%	-3	-7%	14%
CN1N=C2c3ccccc3CCC2C1c1ccc(Cl)cc1 (stereo not drawn)	-2.2	1%	-14%	-4%	9%	0	-4%	0%
CCOc1ccccc1NC(=O)C(NCCc1ccc(OC)cc1)c1ccccc1 (stereo not drawn)	-2.7	-4%	28%	7%	-7%	12	5%	1%
O=C(c1cc(C2CCCCN2S(=O)(=O)c2ccc(F)cc2F)on1)N1CCOCC1 (stereo not drawn)	1.6	1%	-2%	-1%	1%	1	-5%	-11%
O=C(c1ccc(Cl)cc1)N1CCN(c2ccc(F)cc2)CC1	0.2	-11%	/	-4%	0%	-1	0%	-75%[inhibitor]
CC(C)(C)OC(=O)C[C@H]1C/C=C\C[C@H](CC(=O)N[C@H](CO)Cc2ccccc2)C(=O)N2CCC[C@@H]2COC1=O	0.0	18%	15%	-10%	1%	-2	8%	-5%
N#CCCn1cnc2c(=S)nc[nH]c21	-0.8	13%	-18%	4%	3%	/	-11%	8%
c1ccc(CCN2CN(CCCN3CCOCC3)c3nc4ccccc4n3C2)cc1	2.6	16%	24%	2%	2%	/	0%	17%
OC(c1ccc(F)cc1)c1ncc(-c2ccccc2Cl)[nH]1 (stereo not drawn)	1.3	-4%	-12%	-8%	-5%	0	-2%	13%
O=C(CSc1nnc(NC(=O)c2ccccc2)s1)NCc1ccco1	-1.5	-14%	10%	-5%	-5%	-11	-10%	13%
CCOc1ccc2nc(NC(=O)COc3ccc(N(C)S(=O)(=O)c4ccc(C)cc4)cc3)sc2c1	-1.2	1%	3%	12%	-2%	7	-10%	-1%
Cc1c(O)nc(SC2CC(=O)N(c3ccccc3)C2=O)[nH]c1=O (stereo not drawn)	1.5	3%	5%	4%	3%	0	-6%	1%
COc1ccc(/C=N/NC(=O)c2[nH]c3ccc(Br)cc3c2-c2ccccc2)c(C(=O)O)c1OC	-4.4	79µM*	6%	-25%	?	-16	?	-13%
CC1=C(C(=O)N2CCOCC2)C(c2ccc(-c3ccccc3)cc2)NC(=S)N1 (stereo not drawn)	0.5	-2%	17%	1%	2%	-7	-10%	1%
CC1(C)COC(/C=C/c2cccc([N+](=O)[O-])c2)=N1	-1.1	-6%	-5%	4%	-10%	-1	-4%	-40%[inhibitor]
Cc1cc(C)c(O)c(C2(O)C(=O)c3ccccc3C2=O)c1	-3.0	-25%	7%	4%	-6%	3	-13%	-12%
Cc1nc(S(=O)(=O)c2ccc(Br)cc2)nc2c1CCC2	0.2	-30%	9%	8%	3%	6	-10%	2%
Cc1ccnc(NC(=O)C2CCN(S(=O)(=O)c3cccc4nonc34)CC2)c1	-2.2	4%	0%	4%	-4%[57.1 µM]	2	-4%	?
O=c1c(-c2ccc(O)cc2)coc2cc(O)cc(O)c12	-0.5	-4%	-7%	-16%	-1%	-4	-9%	7%
CCCc1nc2ccc(N)cc2c(=O)n1Cc1ccccc1Cl	-0.5	4%	19%	6%	-3%	1	-5%	-44%[inhibitor]
CC(=O)c1ccc(S(=O)(=O)Nc2ccc(C(=O)N3CCC3)cc2)cc1	1.3	13%	22%	-6%	-5%	1	-3%	9%
CCOc1ccc(C2OC34CCCCC3C(C#N)(C#N)C2(C#N)C(=N)O4)cc1OC (stereo not drawn)	1.3	11%	14%	14%	-28%	/	?	13%
O=C(O)c1cc(S(=O)(=O)N2CCCCC2)ccc1N1CCCCC1	-2.8	4%	/	4%	-26%	-5	-4%	-8%
Cc1ccc(OCCn2c(CCCO)nc3ccccc32)cc1	-0.6	6%	-2%	-5%	-4%	2	-1%	1%
Cc1ccc(N2CCN(S(=O)(=O)c3nnc(NC(=O)c4ccccc4)s3)CC2)cc1	-1.1	11%	-29%&18%	-6%	9%	-1	-8%	2%&-1%

New compounds follow
SMILES	IL-2 act	EPAC1 antag	FUS suppressor	EPAC1 ag	WRN inhibitor	PI5P4Ka inh	PLK1 PBD block	Abeta rescue
COC(=O)Nc1ccccc1C(=O)N1CCC(O)(c2ccc(Cl)cc2)CC1	-4.1	-18%	/	-4%	-6%	-6	-11%	-10%
Clc1ccc2nc(-c3cccc(Br)c3)c(Cc3ccccc3)n2c1	0.0	-16%	34%	9%	-5%	-13	-25%	-42%[inhibitor]
O=C(N[C@H]1CC[C@@H](CCNS(=O)(=O)c2ccccc2Cl)O[C@@H]1CO)c1ccccc1	0.7	17%	0%	-3%	4%	0	-20%	-10%
CC(C)(C)SCCNC(=O)COc1ccc(Cl)cc1	-1.8	-8%	37%	4%	-10%	/	-7%	-21%
COCCn1c(=S)[nH]c2cc(OC)c(OC)cc2c1=O	0.0	13%	-2%	9%	-10%	/	-12%	-5%
COc1ccccc1-n1c(SCC(=O)NC(C)(C)C)nc(O)c(Cc2ccccc2)c1=O	-1.6	6%	?	2%	-3%	-3	-6%	12%
O=C(CSc1nc(=O)n2ccccc2n1)NCc1ccc(F)cc1	0.6	-12%	3%	-7%	-8%	-1	2%	-7%
O=C(C(Cc1ccc(Cl)cc1)NS(=O)(=O)c1ccccc1)N1CC[C@@]2(O)CCCC[C@H]2C1 (stereo partly drawn)	0.0	6%	30%	4%	-8%	4	-7%	6%
Cc1ccc(NC(=O)c2ccc(NS(=O)(=O)c3ccc4[nH]c(=O)[nH]c4c3)cc2)nc1	0.1	-15%	24%	-1%	?	-19	-11%	-15%
